# proCasp7 act: counter-screen: procaspase-7 (human) activation. P55210. recombinant procaspase-7, Ac-DEVD-pNA absorbance 405 nm; D23A/D198A/D206A triple mutant, cannot self-cleave; scale: DMSO 0, 5 µM enzyme 100. activation, % at 8.5 µM. hit rate 0.093% among 330,000. AID 463210;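 active = percent activation above the screen-wide mean plus 3 SD, cut at about 25% in these data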
# Target sequence (P55210 whole entry D23A/D198A/D206A): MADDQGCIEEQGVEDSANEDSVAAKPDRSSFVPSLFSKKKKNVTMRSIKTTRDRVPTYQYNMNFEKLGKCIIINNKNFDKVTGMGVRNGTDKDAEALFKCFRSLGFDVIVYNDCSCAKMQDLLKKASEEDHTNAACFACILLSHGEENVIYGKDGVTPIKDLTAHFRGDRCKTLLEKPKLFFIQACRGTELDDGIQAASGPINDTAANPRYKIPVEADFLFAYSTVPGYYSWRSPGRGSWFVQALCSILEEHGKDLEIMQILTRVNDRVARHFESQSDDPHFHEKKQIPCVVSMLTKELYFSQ
#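 System: Uncleavable procaspase-7 mutant enzyme; Amount: 2 µM procaspase-7 mutant as dispensed; Schedule: 1 h compound preincubation, 2 h substrate cleavage, 25 °C; Measured by: 405 nm absorbance of p-nitroaniline; Evaluation: percent activation from buffer-corrected 0–120 min absorbance change; Control set: low DMSO alone, high DMSO plus 5 µM PC-7.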
# JMJD2C inh: human JMJD2C demethylase inhibition. Q9H3R0. GST-JMJD2C(1-420) H3K9me3 demethylation, DELFIA europium. inhibition, % at 2.35 µM. hit rate 0.069% among 330,000;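 active = more than half of a compound's replicate wells show inhibition beyond 50%, single wells judged on their own value; inconclusive = some, but no more than half, of replicates pass 50% inhibition; inactive = no replicate passes 50% inhibition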;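 also: signal counts dimethyl H3K9 product captured on neutravidin plate; 0% = median of DMSO wells and 100% = 0.3 times that DMSO median; strong numbers were not always called active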
# VLA-4 inh: inhibition in a human VLA-4 binding assay. VLA-4 expressing cells, ligand binding flow cytometry. inhibition, % (about 7 µM as worked out from the volumes in the protocol). hit rate 0.2% among 330,000. AID 2557; in the data active = inhibition above about 50%
# PP5 inh: blocks human protein phosphatase 5 activity; P53041; purified PP5c, OMFP substrate fluorescence; inhibition, % at 6.7 µM; hit rate 0.18% among 320,000;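 active = inhibition above the campaign's mean inhibition across all tested compounds plus 3 SD, cut at about 9.5% in these data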;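 also: 0% = DMSO only and 100% = 100 µM cantharidin control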
# proCasp3 act: procaspase-3 (human) activation; P42574; activation, % at 8.5 µM; recombinant procaspase-3 D3A, Ac-DEVD-pNA absorbance 405 nm; hit rate 0.11% among 330,000;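 active = activation above the mean of all tested compounds plus 3 SD, cut at about 21% in these data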;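 also: 0% = DMSO alone and 100% = DMSO wells spiked with extra 5 µM PC-3 D3A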
#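 material = Procaspase-3 D3A mutant | probe or stimulus = Ac-DEVD-pNA | compound = single dose, 8.5 µM nominal compound, 0.8% DMSO | timing = 1 h preincubation, 2 h reaction | measured by = 405 nm absorbance of p-nitroaniline, reads at 0 and 120 min | benchmarks = DMSO-only low control, 5 µM PC-3 D3A high control | repeats = singlicate, each compound tested once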
# GRK2 inh: human GRK2 inhibition via aptamer displacement; P25098; bead flow cytometry, FAM-aptamer displacement from GRK2; inhibition of aptamer binding, % at 10 µM; hit rate 0.59% among 330,000; AID 488847;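 active = inhibition of aptamer binding above 40%, roughly 3 SD of noise, on plates passing a quality check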;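 also: median bead fluorescence of bound FAM aptamer so fluorescent compounds give negative values; no value below 0 was filed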
# Target sequence (P25098 whole entry, looked up): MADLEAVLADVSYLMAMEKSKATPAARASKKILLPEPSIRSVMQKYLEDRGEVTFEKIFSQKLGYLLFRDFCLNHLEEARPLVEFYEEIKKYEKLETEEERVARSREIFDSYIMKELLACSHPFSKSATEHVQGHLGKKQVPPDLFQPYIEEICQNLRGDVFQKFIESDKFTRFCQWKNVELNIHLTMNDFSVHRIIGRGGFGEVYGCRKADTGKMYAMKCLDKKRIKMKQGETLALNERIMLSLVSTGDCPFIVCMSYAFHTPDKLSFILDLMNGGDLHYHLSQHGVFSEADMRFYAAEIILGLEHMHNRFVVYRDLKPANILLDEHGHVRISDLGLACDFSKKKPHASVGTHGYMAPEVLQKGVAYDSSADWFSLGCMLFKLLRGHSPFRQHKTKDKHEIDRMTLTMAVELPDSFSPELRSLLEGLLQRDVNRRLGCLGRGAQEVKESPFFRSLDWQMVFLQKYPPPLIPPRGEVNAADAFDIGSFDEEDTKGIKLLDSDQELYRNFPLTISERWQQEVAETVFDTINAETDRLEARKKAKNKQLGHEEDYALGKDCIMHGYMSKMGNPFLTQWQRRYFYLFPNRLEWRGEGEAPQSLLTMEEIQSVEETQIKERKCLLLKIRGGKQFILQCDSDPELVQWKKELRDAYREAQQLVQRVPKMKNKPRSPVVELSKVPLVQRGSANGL
# Fh CTSL1 inh: counter-screen for PFM18AAP inhibitors: inhibitors of F. hepatica cathepsin L1. recombinant F. hepatica cathepsin L1, Z-Leu-Arg-MCA fluorescence. inhibition, % at 5.96 µM. hit rate 0.49% among 300,000;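 active = inhibition above the mean of all tested compounds plus 3 SD, set per screening campaign, cut at about 17% in these data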;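 also: 0% = plate median of test compound wells and 100% = 1 µM Z-Phe-Ala-diazomethylketone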
# HCV core dimer: HCV core protein dimerization inhibition | hit rate 0.33% among 300,000 | inhibition, % at 5 µM | TR-FRET GST/Flag-core106 dimerization, 1536-well;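 active = inhibition above the mean of all tested compounds plus 3 SD, set per screening campaign, cut at about 45% in these data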
#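 System: GST-tagged and Flag-tagged HCV core protein residues 1-106 / Input: core106 proteins, GST 13.5 nM and Flag 17 nM / Buffer or medium: KF-containing HEPES buffer, pH 7.45, DTT, CHAPS, BSA / Probe or stimulus: Eu-anti-GST and XL665-anti-Flag labelled anti-tag antibodies / Schedule: 4 h, 22.5 °C incubation / Technique: TR-FRET 671 and 617 nm emission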
# PP1 inh: counter-screen for PP5 inhibitors: inhibitors of human PP1-alpha; AID 2235; purified PP1alpha, OMFP fluorescence; P62136; hit rate 0.9% among 320,000; inhibition, % at 6.7 µM;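 active = inhibition above the mean inhibition of all tested compounds plus 3 SD, computed separately for each screening campaign, cut at about 15% in these data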
# * hit, by the source's call; ? = inconclusive; . = no result given; & = joins results of further samples; ! = repeats disagree. This is a subset; count on the stated rates, not on these rows.
# Under each structure: JMJD2C inh | GRK2 inh | proCasp3 act | PP5 inh | VLA-4 inh | PP1 inh | proCasp7 act | Fh CTSL1 inh | HCV core dimer
N[C@@H](Cc1c[nH]c2ccc(O)cc12)C(=O)O
 : . | 3.0 | 0.9 | -2.4 | 19.8 | -5.5 | -9.2 | -3.5 | 3.0
CC1Cc2ccccc2N1NC(=O)c1ccc(Cl)c(S(N)(=O)=O)c1 (centres undefined)
 : -13.3 | 1.0 | 0.6 | 4.1 | 3.7 | -4.0 | 1.2 | -2.9 | -9.2
COc1ccc(-c2cc(=O)c3c(O)cc(OC4OC(COC5OC(C)C(O)C(O)C5O)C(O)C(O)C4O)cc3o2)cc1O (centres undefined)
 : . | 5.0 | 7.7 | 3.0 | -0.2 | -2.7 | 4.4 | 2.2 | 1.8
C[N+]1(C)CCC(=C(c2ccccc2)c2ccccc2)CC1
 : . | 0.0 | -5.3 | -6.7 | -3.1 | 1.5 | -9.3 | 2.0 | -3.6
COc1ccccc1N1CCN(CCCN=C2CC(=O)N(C)C(=O)N2C)CC1
 : . | 3.0 | 2.5 | . | 26.4 | . | 3.0 | . | .
CCN(CC)CCOC(=O)c1ccc(N)cc1
 : 2.4 | 1.0 | 7.3 | -1.7 | 1.7 | 1.2 | 3.6 | 0.3 | 3.5
CCCCNc1ccc(C(=O)OCCN(C)C)cc1
 : ? | 0.0 | -1.2 | 0.2 | 9.4 | -0.8 | 4.1 | -3.3 | -7.0
CCC(NC(C)C)C(O)c1ccc(O)c2[nH]c(=O)ccc12 (centres undefined)
 : -23.9 | 5.0 | 6.8 | 3.0 | 5.1 | -1.5 | 6.7 | 0.7 | -7.9
Cc1cccc2c1NC(=O)C2(c1ccc(O)cc1)c1ccc(O)cc1
 : -1.6 | 0.0 | -0.1 | 2.7 | 3.4 | 5.2 | 7.7 | -0.8 | 3.5
CNCCCN1c2ccccc2CCc2ccccc21
 : -3.0 | 0.0 | 3.1 | -1.2 | 16.8 | 3.3 | -7.0 | 3.3 | -9.2
CC(C)=CCOc1c2ccoc2cc2oc(=O)ccc12
 : ? | 0.0 | 5.4 | -0.7 | 0.0 | -2.9 | -9.9 | 0.4 | 1.1
CCCc1nc(C(C)(C)O)c(C(=O)O)n1Cc1ccc(-c2ccccc2-c2nn[nH]n2)cc1
 : 8.4 | 0.0 | -9.9 | -0.2 | 35.3 | 2.6 | 1.1 | 4.4 | 2.5
CN(C)CCCC1(c2ccc(F)cc2)OCc2cc(C#N)ccc21 (centres undefined)
 : -15.9 | 0.0 | -1.5 | -1.0 | 32.7 | 1.6 | 1.4 | -2.7 | 11.5
COc1cc([C@@H]2Oc3cc(C4Oc5cc(O)cc(O)c5C(=O)[C@H]4O)ccc3O[C@H]2CO)ccc1O (some centres undefined)
 : . | 0.0 | -0.6 | 1.8 | 20.8 | -0.1 | 2.8 | -0.3 | 28.0
NC(N)=O
 : -28.8 | 2.0 | 4.4 | 0.4 | 5.8 | 3.5 | 2.9 | -1.8 | 6.4
COc1ccc(C[C@H]2COC(=O)[C@@H]2Cc2ccc(OC3OC(CO)C(O)C(O)C3O)c(OC)c2)cc1OC (some centres undefined)
 : 1.9 | . | 3.5 | 0.4 | . | -4.9 | -1.7 | 1.6 | -17.4
C/C=C(/C)C(=O)OC(C)(C)[C@@H]1Cc2c(ccc3ccc(=O)oc23)O1
 : 2.9 | 1.0 | -6.5 | 2.2 | 6.0 | 4.2 | -0.7 | 1.7 | -14.6
Cc1cncn1CCc1nc2c3ccccc3nc(SCC(=O)Nc3cccc(Cl)c3)n2n1
 : 2.2 | 0.0 | -4.0 | 0.4 | 41.0 | 5.6 | 3.7 | -2.4 | -3.8
COc1ccc(-c2cc(=O)c3c(O)cc(O[C@@H]4O[C@H](CO[C@@H]5O[C@@H](C)[C@H](O)[C@@H](O)[C@H]5O)[C@@H](O)[C@H](O)[C@H]4O)cc3o2)cc1O
 : 1.0 | 1.0 | 3.8 | 2.5 | 5.7 | -1.4 | 4.9 | 4.4 | -2.6
CCCCNc1ccc(C(=O)OCCOCCOCCOCCOCCOCCOCCOCCOCCOC)cc1
 : . | 1.0 | 11.9 | -0.1 | 40.2 | 0.0 | -9.9 | -4.1 | -6.8
C/C=C/C(=O)N(CC)c1ccccc1C
 : . | 0.0 | 5.3 | . | -0.6 | . | 1.0 | . | .
CCc1ccc(CCOc2ccc(CC3SC(=O)NC3=O)cc2)nc1 (centres undefined)
 : -9.8 | 0.0 | -4.3 | 3.1 | -1.8 | -2.2 | -2.6 | -6.0 | -2.9
CC(=O)Nc1ccc(CC(=O)O)cc1
 : 6.0 | 0.0 | 1.5 | -2.2 | 47.8 | -3.0 | 1.9 | -0.8 | -0.2
COc1ccc(C2CNC(=O)C2)cc1OC1CCCC1 (centres undefined)
 : -11.9 | 2.0 | 0.6 | -1.5 | 0.3 | -3.2 | -7.2 | 3.7 | 3.6
NOCC(=O)O
 : 0.0 | 0.0 | 2.0 | -1.5 | -1.0 | -2.6 | -8.5 | -2.8 | 4.4
Cc1c(C(=O)O)c(O)cc2c1C(=O)c1c(O)c([C@@H]3O[C@H](CO)[C@@H](O)[C@H](O)[C@H]3O)c(O)c(O)c1C2=O
 : -2.8 | 7.0 | -1.7 | . | 7.7 | . | 14.5 | . | .
COC(=O)C1=CO[C@@H](O[C@@H]2O[C@H](CO)[C@@H](O)[C@H](O)[C@H]2O)C2C1C[C@H](O)[C@@H]2C (some centres undefined)
 : -3.4 | 0.0 | -1.8 | 3.3 | 0.0 | -4.5 | 21.7 | . | .
COc1cc(-c2oc3cc(O)cc(O)c3c(=O)c2O[C@@H]2O[C@H](COC3O[C@@H](C)[C@H](O)[C@@H](O)[C@H]3O)[C@@H](O)[C@H](O)[C@H]2O)ccc1O (some centres undefined)
 : -3.9 | 3.0 | 5.8 | . | 10.7 | . | 1.9 | . | .
O=c1oc2c(O)c(O)cc3c(=O)oc4c(O)c(O)cc1c4c23
 : . | 84.0* | -0.6 | -0.3 | 34.5 | 27.5* | -1.9 | 4.9 | 6.3
Cc1ccc(=O)n(-c2ccccc2)c1
 : 11.7 | 0.0 | 5.6 | 0.3 | 42.3 | -4.6 | 3.4 | -0.2 | -2.4

# Part of the list above, in CSV form:
mol,JMJD2C inh,GRK2 inh,proCasp3 act,PP5 inh,VLA-4 inh,PP1 inh,proCasp7 act,Fh CTSL1 inh,HCV core dimer
C[N+]1(C)CCC(=C(c2ccccc2)c2ccccc2)CC1,.,0.0,-5.3,-6.7,-3.1,1.5,-9.3,2.0,-3.6
CCC(NC(C)C)C(O)c1ccc(O)c2[nH]c(=O)ccc12 (centres undefined),-23.9,5.0,6.8,3.0,5.1,-1.5,6.7,0.7,-7.9
CC(C)=CCOc1c2ccoc2cc2oc(=O)ccc12,?,0.0,5.4,-0.7,0.0,-2.9,-9.9,0.4,1.1

# Continued.
# Under each structure: JMJD2C inh | GRK2 inh | proCasp3 act | PP5 inh | VLA-4 inh | PP1 inh | proCasp7 act | Fh CTSL1 inh | HCV core dimer
Cc1ccc(N(CC2=NCCN2)c2cccc(O)c2)cc1
 : -22.7&-14.3&-8.3&0.0 | 2.0&0.0&0.0 | 7.2&6.9&0.4 | 0.6&0.8&1.3 | 55.5*! | -3.6&-3.1&-0.5 | -4.1&9.3&-3.7 | 1.0&-3.5&-1.6 | -6.2&-1.0&-12.7
CCCCCC(=O)O[C@]1(C(C)=O)CC[C@H]2[C@@H]3CCC4=CC(=O)CC[C@]4(C)[C@H]3CC[C@@]21C
 : -7.0 | 2.0 | 4.1 | 2.7 | 14.4 | 5.5 | -16.0 | 2.9 | 13.0
O=C(O)c1cccnc1Nc1cccc(C(F)(F)F)c1
 : -16.8 | 0.0 | -0.9 | 0.2 | 7.0 | 2.3 | 1.8 | -1.0 | 5.0
CN1CCCN=C1COC(=O)C(O)(c1ccccc1)C1CCCCC1 (centres undefined)
 : -12.7 | 1.0 | 3.8 | 2.7 | 19.8 | -0.9 | -7.5 | 0.6 | -3.8
C1COC(NC(C2CC2)C2CC2)=N1
 : -12.6 | 0.0 | 3.0 | 0.9 | 24.5 | 1.2 | 4.2 | -1.7 | -5.1
CN(C)CCC[C@]1(c2ccc(F)cc2)OCc2cc(C#N)ccc21
 : -0.5 | 0.0 | 5.3 | -2.3 | -2.6 | -1.5 | 2.4 | -1.6 | 8.8
Oc1cc2c(cc1O)[C@H]1c3ccc(O)c(O)c3OC[C@@]1(O)C2
 : -27.1 | 0.0 | -4.9 | 3.7 | 10.2 | -3.4 | -22.8 | . | .
CCOC(=O)[C@H](CCc1ccccc1)N[C@@H](C)C(=O)N1Cc2ccccc2C[C@H]1C(=O)O
 : -18.0 | 4.0 | -0.7 | 4.6 | 12.5 | -1.1 | -7.7 | 0.6 | -1.4
Oc1ccc(C2CNCCc3c2cc(O)c(O)c3Cl)cc1 (centres undefined)
 : 4.3 | 2.0&2.0 | 2.5&-3.7 | 1.8&-0.3 | 19.9&41.1 | 2.8&0.5 | 8.4&4.8 | 1.0&-1.1 | -2.6&-16.9
CC1(C)O[C@H]2CC(=O)OC[C@@]23C1CC(=O)[C@]1(C)C3CC[C@@]2(C)[C@H](c3ccoc3)OC(=O)[C@H]3O[C@]321 (some centres undefined)
 : 0.1 | 0.0 | 0.0 | 0.5 | 9.0 | 0.7 | 4.3 | 1.3 | 3.7
CC(=O)CCCCn1c(=O)c2c(ncn2C)n(C)c1=O
 : 14.1 | 1.0 | 4.0 | -1.0 | 26.9 | -6.2 | 1.6 | -2.0 | 4.8
O=C(O)CCC(=O)c1ccc(-c2ccccc2)cc1
 : -14.7 | 2.0 | -0.2 | -1.4 | 6.7 | -2.1 | -1.7 | 1.6 | 8.2
CCn1cc(C(=O)O)c(=O)c2cnc(N3CCNCC3)nc21
 : 11.6 | 2.0 | 1.5 | 0.3 | 23.3 | -2.0 | 3.3 | -0.2 | 5.3
CC12CCC(=O)C=C1CCC1C2CCC2(C)C1CCC2(O)C(=O)CO (centres undefined)
 : 1.5 | 0.0 | -0.7 | 1.4 | 5.7 | -1.2 | -6.7 | 2.0 | -3.7
NC1CCN(c2nc3c(cc2F)c(=O)c(C(=O)O)cn3-c2ccc(F)cc2F)C1 (centres undefined)
 : -38.8 | 8.0 | 6.9 | -3.1 | -2.3 | 2.7 | -4.1 | -0.3 | 4.0

# In the list so far, these have a cyano group.
# Under each structure: JMJD2C inh | GRK2 inh | proCasp3 act | PP5 inh | VLA-4 inh | PP1 inh | proCasp7 act | Fh CTSL1 inh | HCV core dimer
CN(C)CCCC1(c2ccc(F)cc2)OCc2cc(C#N)ccc21 (centres undefined)
 : -15.9 | 0.0 | -1.5 | -1.0 | 32.7 | 1.6 | 1.4 | -2.7 | 11.5
CN(C)CCC[C@]1(c2ccc(F)cc2)OCc2cc(C#N)ccc21
 : -0.5 | 0.0 | 5.3 | -2.3 | -2.6 | -1.5 | 2.4 | -1.6 | 8.8

# High-throughput results (PubChem BioAssay)
